# RSV CPE inhibition = inhibition of RSV-induced cytopathic effect – HEp-2 cells, primary 10 µM value included (AID 2391); hit rate 0.13% among 310,000; HEp-2 cells, RSV-induced CPE inhibition; higher % means a stronger effect; one-dose CPE inhibition, % at 10 µM; IC50 in µM for titrated hits; in the data active = a potency from the dose series; inconclusive = CPE inhibition mostly from about 23% at the one dose, without a potency; inactive = the rest, 99 in 100 with CPE inhibition below about 21%; also: strong numbers were not always called active
# Myeloid diff MLP = compounds promoting myeloid differentiation | ER-HoxA9 myeloid progenitors, lysozyme-GFP differentiation, flow cytometry | AID 624256 | hit rate 1% among 360,000 | calls only at 10 µM;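 active = normalized GFP-positive differentiation at or above the plate's own cutoff, the solvent-only control mean plus 3 SD; inconclusive = no clear call, values can overlap the other calls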;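 also: cells exposed to compound for four days before flow analysis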
# T cell HTS = T cell immune modulators affecting CD8 T cell-vesicle binding | 2C CD8+ T cell-vesicle binding, flow cytometry; hits give low values | calls only at 7 µM | hit rate 0.068% among 330,000 | AID 2052;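 active = response, share of CD8 T cells binding vesicles, and their 90th percentile fluorescence all below set limits, cut at about 80% in these data, passing the limit was not always enough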
#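 Incubation: binding step 1.5 h, 37 °C, antibody labelling 20 min, ice; system: murine 2C transgenic CD8+ T lymphocytes; technique: cytometric PE anti-B7-1 and Alexa647 anti-CD8 signals after 1% paraformaldehyde fixation; also added: QL9-charged Drosophila Ld/ICAM-1/B7-1 vesicles; control set: naked versus QL9-loaded vesicles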
# TNAP activation fold = stimulation of alkaline phosphatase TNAP activity – biochemical, luminescent, no phosphate acceptor, uHTS, primary screen (AID 1001). one-dose activation fold at 20 µM; EC50 in µM for titrated hits. hit rate 0.03% among 200,000. purified TNAP, luminescent activation assay, no phosphate acceptor; higher activation fold means a stronger effect; in the data active = activation fold from about 3, or a potency from the dose series; inactive = the rest, 99 in 100 with activation fold below about 1.6; also: many of its hits are not listed in these tables
# PhoP inhibition = inhibitors of PhoP regulon expression, primary screen, Salmonella Typhimurium, GFP reporter (AID 1863); S. Typhimurium PhoP-regulated promoter GFP reporter, 4 h; higher % means a stronger effect; inhibition, % at 50 µM, or IC50 in µM where a hit was titrated; hit rate 0.16% among 300,000;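 active = inhibition over 29.93%, a cutoff 3 SD above the screen mean, later confirmed by dose response; inconclusive = inhibition over 29.93% but no dose response follow-up; inactive = inhibition at most 29.93% or unconfirmed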;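 also: 0% = low Mg2+ inducing control and 100% = high Mg2+ repressing control; strong numbers were not always called active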
# NTR1 ag = agonists of NTR1, primary screen, imaging, U2OS cells, beta-arrestin-GFP, high content (AID 493036) | P30989 | NTR1-U2OS beta-arrestin-GFP spot imaging, agonist mode | activation, % at 20 µM | hit rate 0.17% among 330,000;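 active = activation at or above 40% of the spot to cytoplasm intensity ratio, with at least 20 cells analyzed; inconclusive = wells under 20 cells, flagged as cytotoxic or low count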;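 also: 0% = DMSO without peptide and 100% = 100 nM NTR1 peptide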
# Target sequence (P30989 whole entry, looked up): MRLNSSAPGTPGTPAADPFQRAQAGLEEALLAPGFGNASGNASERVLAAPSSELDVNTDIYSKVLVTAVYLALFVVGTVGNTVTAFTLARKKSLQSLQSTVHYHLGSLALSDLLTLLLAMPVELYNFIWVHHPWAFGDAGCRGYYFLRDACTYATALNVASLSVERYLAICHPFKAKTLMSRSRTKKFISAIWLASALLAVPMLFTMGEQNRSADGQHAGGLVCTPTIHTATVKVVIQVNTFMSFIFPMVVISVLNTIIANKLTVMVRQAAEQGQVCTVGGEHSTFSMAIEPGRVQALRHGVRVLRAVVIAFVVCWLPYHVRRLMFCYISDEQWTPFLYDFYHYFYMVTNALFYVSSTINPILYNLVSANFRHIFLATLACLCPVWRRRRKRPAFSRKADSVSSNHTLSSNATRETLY
# UTI89 phage lysis = inhibition of K1F phage lysis, E. coli UTI89, bacterial capsule biogenesis inhibitors, alamar blue (AID 488966) | E. coli UTI89 K1F phage lysis, alamar blue, 2 h; higher % means a stronger effect | inhibition, % at 100 µM; hits with a dose series show IC50 in µM | hit rate 0.02% among 340,000;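 active = phage lysis inhibition, versus mean bacterial control, above a set limit; inconclusive = no clear call, values can overlap the other calls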;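 also: capsule biogenesis inhibitors block K1F phage lysis so surviving cells raise fluorescence; higher fluorescence means more inhibition of phage lysis; actives were called in the ten point dose series up to 300 µM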
# SV40 large T antigen = TAg ATPase/helicase activity blockers – biochemical (AID 1903) | hit rate 0.39% among 310,000 | inhibition, % at 20 µM, or IC50 in µM where a hit was titrated | SV40 large T antigen ATPase/helicase inhibition assay; higher % means a stronger effect; in the data active = a potency from the dose series; inconclusive = inhibition mostly from about 32% at the one dose, without a potency; inactive = the rest, 99 in 100 with inhibition below about 32%; also: strong numbers were not always called active
# Rac1 GTP hydrolysis = MgcRacGAP GTPase-activating activity inhibitors, confirmation, biochemical, ADP Hunter fluorescence | MgcRacGAP-stimulated Rac1 GTP hydrolysis, ADP Hunter fluorescence; higher % means a stronger effect; GST-tagged Rac1 F28L mutant substrate | one-dose inhibition, % at 30 µM; IC50 in µM for titrated hits | hit rate 0.6% among 340,000;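 active = first-screen hits whose inhibition reached a set limit at any dose in the follow-up dose series; inconclusive = inhibition above the set first-screen limit but never retested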;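 also: fluorescence reports GDP produced by GAP-driven GTP hydrolysis; strong numbers were not always called active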
# T cell HTS vesicle-bound % = second read-out of T cell HTS, no call of its own (marks repeat the call); double positive events, %; measured here: CD8+ vesicle-bound cell fraction;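 binding gate set so that unloaded-vesicle control wells show 10% double positive cells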
# NTR1 ag cell count 20 µM = second read-out of NTR1 ag, no call of its own (marks repeat the call); cell count; measured here: cell count, cytotoxicity flag
# Myeloid diff MLP GFP+ MAC1+ % = recorded beside Myeloid diff MLP, whose call it bears; GFP+ MAC1+ double positive, %; measured here: differentiation confirmed by MAC1 staining
# Starred values were filed as active, the others as inactive; i = inactive; ? = inconclusive; / = no result given; [ ] = remark or other dose. An unsorted share of the library (roughly 2.3% active in at least one column).
# The opening 4 entries (preview)
SMILES,RSV CPE inhibition,Myeloid diff MLP,Myeloid diff MLP GFP+ MAC1+ %,T cell HTS,T cell HTS vesicle-bound %,TNAP activation fold,PhoP inhibition,NTR1 ag,NTR1 ag cell count 20 µM,UTI89 phage lysis,SV40 large T antigen,Rac1 GTP hydrolysis
Cc1ccc(C(=O)O/N=C/c2c(N3CCOCC3)n(C)c3ccccc23)cc1,2.3%,i,2.3,i,33,1,-4%,5.4,86,0.2%,?,10%
CC(C)C(NC(=O)c1ccccc1)C(=O)NC1=NCCS1 (stereo not given),0.7%,i,0.6,i,14,1.1,-1%,-0.3,58,3.0%,-3%,6%
Cc1ccc[n+](CC(=O)Nc2cc(C(F)(F)F)ccc2N2CCOCC2)c1,-1.5%,i,0.3,i,50,1,-7%,0.5,80,0.5%,1%,2%
CCOC(=O)C1=C(C)N(C)C(=O)NC1c1cccc(O)c1 (stereo not given),1.5%,i,0.8,i,30,1.1,5%,1.3,35,3.0%,0%,1%

# The whole of this part, from the start:
SMILES,RSV CPE inhibition,Myeloid diff MLP,Myeloid diff MLP GFP+ MAC1+ %,T cell HTS,T cell HTS vesicle-bound %,TNAP activation fold,PhoP inhibition,NTR1 ag,NTR1 ag cell count 20 µM,UTI89 phage lysis,SV40 large T antigen,Rac1 GTP hydrolysis
Cc1ccc(C(=O)O/N=C/c2c(N3CCOCC3)n(C)c3ccccc23)cc1,2.3%,i,2.3,i,33,1,-4%,5.4,86,0.2%,?,10%
CC(C)C(NC(=O)c1ccccc1)C(=O)NC1=NCCS1 (stereo not given),0.7%,i,0.6,i,14,1.1,-1%,-0.3,58,3.0%,-3%,6%
Cc1ccc[n+](CC(=O)Nc2cc(C(F)(F)F)ccc2N2CCOCC2)c1,-1.5%,i,0.3,i,50,1,-7%,0.5,80,0.5%,1%,2%
CCOC(=O)C1=C(C)N(C)C(=O)NC1c1cccc(O)c1 (stereo not given),1.5%,i,0.8,i,30,1.1,5%,1.3,35,3.0%,0%,1%
CCOC(=O)c1sc(NC(=O)CCN2CCC(C)CC2)c(C(=O)OCC)c1C,-2.3%,i,0.4,i,12,1,1%,9.7,29,0.5%,8%,8%
Cc1cc(=O)[nH]c(SCC(=O)Nc2ccc(Br)cc2)n1,-1.2%,i,0.2,i,54,/,-8%,2.2,51,0.1%,9%,8%
CN(C(=O)COC(=O)C(Cc1ccccc1)NC(=O)c1ccccc1)c1ccccc1 (stereo not given),0.9%,i,0.0,i,52,1,7%,-1.8,44,1.6%,14%,-2%
CC(C)NC(=O)/C(C#N)=C\c1ccc(N(C)C)c(Br)c1,1.9%,i,0.6,i,56,1,1%,1.1,69,0.0%,26%,10%
COCCNc1nc2c(c(=O)n(C)c(=O)n2C)n1Cc1cccc(C)c1,4.8%,i,1.3,i,43,1.1,17%,0.0,73,-0.2%,-1%,2%
CCOC(=O)C1CCN(c2ncnc3c2oc2ccc(Br)cc23)CC1,2.6%,i,1.0,i,38,1.1,-1%,5.9,80,4.7%,-4%,9%
Cc1cc(=O)oc2c(CN3CC(C)OC(C)C3)c(O)c(Cl)cc12 (stereo not given),2.9%,i,0.4,i,51,1.1,-3%,0.8,86,-0.3%,9%,4%
C[C@H](NC(=O)Cn1cncn1)c1ccccc1,3.1%,i,3.1,i,52,1.1,3%,-2.9,80,0.0%,12%,7%
CCN(CC)CCNC(C(=O)Nc1cccc(C(C)=O)c1)c1ccccc1 (stereo not given),0.6%,i,1.5,i,58,1.1,1%,-0.9,102,0.1%,-6%,11%
O=C(NCCS(=O)(=O)c1ccc(Br)cc1)c1c(F)cccc1F,2.7%,i,1.8,i,20,/,-4%,1.3,101,-0.2%,4%,-8%
CC(=O)c1sc2nc(SCC(=O)N3CCCCC3)[nH]c(=O)c2c1C,1.0%,i,0.9,i,45,1.1,1%,1.2,55,-0.3%,8%,-4%
COc1ccc(-c2c(C#Cc3ccc(N(C)C)cc3)c3ccccc3n2C)cc1,/,i,1.4,i,11,/,/,2.1,54,-0.9%,/,3%
CCC(=Nc1ccccc1)C1=C(O)CCCC1=O,1.0%,i,0.3,i,14,/,-4%,0.7,51,/,8%,/
CN(c1ccccc1)S(=O)(=O)c1cccc(NC(=O)CC(C)(C)C)c1,10%,i,0.9,i,48,1.2,-11%,-0.7,42,0.6%,6%,-7%
COc1cc(C2C(C#N)=C(N)Oc3cc(C)oc(=O)c32)ccc1OC(=O)N1CCOCC1 (stereo not given),2.7%,i,0.5,i,51,1,-13%,-1.1,85,0.0%,24%,4%
CCN1CCN(CC(=O)N2c3ccccc3Sc3ccccc32)CC1,0.1%,i,0.7,i,39,/,/,-0.6,73,0.2%,3%,3%
Cc1cc(C)n2nc(CCCCc3nc4nc(C)cc(C)n4n3)nc2n1,1.2%,/,/,i,58,1,7%,2.3,50,/,18%,/
CCn1c(SC(C)C(=O)O)nnc1-c1cccnc1 (stereo not given),-1.8%,i,0.8,i,32,1.1,-3%,3.6,84,0.1%,20%,3%
O=C(NCC(=O)N(c1ccccc1)C(C(=O)NCC1CCCO1)c1ccccc1)c1ccco1 (stereo not given),-0.2%,i,2.0,i,34,1.1,4%,-1.2,58,2.3%,5%,-7%
Cc1nonc1CN(C)C(=O)CC1C(=O)NCCN1Cc1ccc(F)c(F)c1 (stereo not given),-0.3%,i,0.4,i,29,1,-7%,1.5,34,0.5%,25%,2%
N#Cc1sc(=O)[nH]c1Cl,3.6%,i,2.0,i,43,/,-7%,0.2,52,-0.8%,14%,9%
CCNC(=O)c1oc2c(c1C)C(=O)CC(C)(C)C2,-0.5%,i,2.4,i,33,1,4%,-3.3,91,0.7%,1%,3%
Cn1c(C(=O)NCCc2c[nH]c3ccccc23)cc2sccc21,7.9%,i,2.5,i,29,0.9,2%,-0.1,81,1.2%,-8%,6%
CCN(C(=O)COC(=O)c1ccc([N+](=O)[O-])o1)C1CCCCC1,/,i,0.2,i,53,/,/,-1.2,49,-0.6%[50 µM],/,4%
CC(NC(=O)CN(C)S(=O)(=O)c1cnc[nH]1)c1ccccc1 (stereo not given),0.5%,i,0.2,i,29,1.1,-8%,0.1,48,-0.1%,2%,4%
Cc1ccc(CCNC(=O)CC(C)CC2=NS(=O)(=O)c3ccccc3N2)cc1 (stereo not given),5.1%,i,3.0,i,14,/,-3%,-0.3,67,0.1%,?,14%
Nc1cc(=O)[nH]c(SCC(=O)Nc2ccc(S(=O)(=O)N3CCCC3)cc2)n1,/,i,1.3,i,33,/,/,-0.9,53,-2.2%,/,5%
COc1ccc(CC(=O)NCc2cccs2)cc1OC,1.2%,i,0.6,i,42,1.1,6%,-3.2,92,1.7%,14%,-1%
CN(C)CCCN(C(=O)/C=C/c1cccs1)c1nc2c(F)cccc2s1,/,i,0.6,/,/,0.9,-1%,/,/,1.1%,12%,3%
Cc1ccc(NC(=O)Cc2cccs2)cc1Cl,8.8%,i,0.3,i,56,/,1%,-0.4,73,0.1%,16%,9%
CC(=O)N1CCC2(CC1)C/C(=N\NC(=S)Nc1ccccc1F)c1cc(O)ccc1O2,3.2%,i,0.7,i,31,1.1,7%,1.9,57,-0.2%,18%,4%
N/C(=N\O)c1ccc([N+](=O)[O-])s1,1.4%,i,0.9,i,21,/,2%,0.1,53,0.1%,3%,7%
CCN(CC)CCN1C(=O)c2ccccc2NC1c1ccc(F)cc1 (stereo not given),0.4%,i,1.8,i,30,1,4%,1.1,85,-0.1%,8%,0%
O=C(c1cnc2n(c1=O)CCS2)N(C1CCCCC1)C1CCCCC1,0.0%,i,1.8,i,16,1.1,6%,1.2,93,2.5%,10%,4%
Cc1cc(S(=O)(=O)NC(C)c2nnc3ccccn23)ccc1Br (stereo not given),/,i,0.3,i,27,/,/,-2.5,49,0.7%[50 µM],/,4%
Cc1c(-n2c(SCC(=O)O)nnc2-c2ccccc2Cl)c(=O)n(-c2ccccc2)n1C,1.4%,i,1.5,i,63,1.1,-4%,-1.7,86,-0.4%,3%,-7%
CC(NCCOc1ccccc1F)C(=O)Nc1ccc(S(N)(=O)=O)cc1 (stereo not given),-0.2%,i,0.1,i,8,/,-1%,-0.6,53,0.1%,5%,9%
COc1cc(C(=O)c2nccc3cc(OC)c(OC)cc23)c([N+](=O)[O-])cc1OC,3.7%,i,0.3,i,54,1.1,8%,3.5,42,0.0%,4%,1%
Cc1ccc(NC(=O)CCN2C(=O)c3ccccc3S2(=O)=O)cc1C,-0.7%,i,0.3,i,35,/,-11%,4.0,50,1.1%[50 µM],-3%,3%
CCOCCCNC(=O)c1ccc(Cn2c(=S)[nH]c3c([nH]c4ccc(OC)cc43)c2=O)cc1,0.2%,i,0.4,i,58,1.1,5%,0.8,39,0.6%,19%,6%
CCOC(=O)C1CCN(C(=O)CCNC(=O)c2cc(OC)c(OC)c(OC)c2)CC1,-0.1%,i,2.1,i,4,1.2,-9%,-0.7,55,2.7%,5%,2%
O=C(N/N=C/c1cc2c(cc1Cl)OCO2)c1ccccn1,0.0%,/,/,i,25,/,/,0.0,54,0.1%[50 µM],/,5%
COC(=O)c1ccc(/C=N/N2CCN(Cc3ccccc3)CC2)cc1,1.1%,i,0.4,i,51,1.1,6%,0.4,62,0.9%[50 µM],-1%,6%
CCOC(=O)C1=C(O)CCn2c1nc1ccccc12,/,i,1.1,i,34,1.1,15%,-0.2,78,2.8%,7%,-4%
COc1ccc(NC(=O)[C@@H]2CC=C[C@@H]3CCN(C4CCCCC4)C(=O)[C@@H]32)cc1,0.4%,i,3.9,i,28,/,/,1.4,96,0.3%,5%,2%
O=C(NCc1ccc(OC(F)(F)F)cc1)C1CC(c2c(Cl)cccc2Cl)=NO1 (stereo not given),19%,i,0.7,/,/,1,-5%,10,74,-2.1%,16%,1%

# Screening results as filed in PubChem.
